# Screening results: PubChem BioAssay, several laboratories
# sdo1 growth – restores growth of sdo1-depleted yeast | S. cerevisiae sdo1-depleted JHY4D growth rescue, OD600 30 h; active compounds read high; pdr5 snq2 efflux-pump mutant strain | z-score at 10 µM | 140,000 tested, 0.21% active;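 active = z-score above 3 at both the 24 hr and the 30 hr optical density reads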;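 note: z-score against mean and SD of all compound wells on the same plate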
# INS promoter inh – TRM-6 insulin promoter activity inhibition; inhibition, % at 2 µM; AID 1273; 130,000 tested, 0.9% active; TRM-6 cells (human fetal islet line), insulin promoter-eGFP reporter, imaging; reporter expression induced with tamoxifen;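 active = inhibition above the mean plus 3 SD, with well images judged a real hit on visual review, cut at about 60% in these data, passing the limit was not always enough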
# sdo1 growth Rescue 24 h – second read-out of sdo1 growth, no call of its own (marks repeat the call); z-score; S. cerevisiae sdo1-depleted JHY4D growth rescue, OD600; measured here: growth rescue at 24 h;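 0 is the plate mean of compound wells and units are plate SD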
# The depositor's hits bear a star; nt = no result given. An excerpt (hit frequency here may not be typical).
sdo1 growth | sdo1 growth Rescue 24 h | INS promoter inh | mol
1.3 | 1.3 | -100 | Cc1ccc(NC(=O)C(C)N2C(=O)c3ccccc3C2=O)cc1 (stereo not drawn)
nt | nt | -25 | CSc1nnc2n(CCc3ccccc3)c(=O)c3c4c(sc3n12)CCCC4
0.96 | 0.16 | nt | Cc1csc(=N)n1CC(=O)N1CCc2ccccc21
0.18 | 0.04 | -5 | O=C(O)CCC(=O)Nc1ccc(S(=O)(=O)Nc2nccs2)cc1
-0.99 | -0.46 | 21 | O=[N+]([O-])c1ccc(Nc2ccc3ccccc3c2)nc1
0.61 | 0.34 | nt | Nc1ncc(Br)cc1Br
0.16 | -0.32 | 57 | CCCCNC(=O)c1onc(CSc2cc(C)cc(C)c2)c1C(=O)O
-0.05 | 0.41 | -24 | Cc1ccc(S(=O)(=O)NC(=O)c2ccc(Br)o2)c(C)c1
nt | nt | -33 | COc1ccccc1OCc1csc(N)n1
0.71 | 0.53 | -76 | N#Cc1c(C(F)(F)F)cc(C2CC2)nc1N1CCCC1
nt | nt | 27 | CN1CCN(NC(=O)CSc2ccc(Cl)cc2Cl)CC1
1.1 | 1 | 18 | O=C(C1CCN(S(=O)(=O)c2cccnc2)CC1)N1CCCCC1
-0.84 | -0.79 | nt | COc1ccccc1NC(=S)N(Cc1ccco1)Cc1cc2ccc(C)c(C)c2[nH]c1=O
0.34 | -0.12 | nt | O=C(CSc1nc2sc3c(c2c(=O)[nH]1)CCCC3)NCCO
-0.38 | -0.2 | -55 | CCOC(=O)COc1ccc(C(=O)c2ccccc2)c(O)c1
0.9 | -0.4 | 9 | COC(CN1C(=O)C(O)=C(C(C)=O)C1c1ccccn1)OC (stereo not drawn)

# Quoted at random: 3 entries already listed.
sdo1 growth | sdo1 growth Rescue 24 h | INS promoter inh | mol
1.1 | 1 | 18 | O=C(C1CCN(S(=O)(=O)c2cccnc2)CC1)N1CCCCC1
0.9 | -0.4 | 9 | COC(CN1C(=O)C(O)=C(C(C)=O)C1c1ccccn1)OC (stereo not drawn)
nt | nt | -33 | COc1ccccc1OCc1csc(N)n1

# Additional records follow.
sdo1 growth | sdo1 growth Rescue 24 h | INS promoter inh | mol
-0.74 | -0.65 | 19 | O=C(c1ccncc1)c1ccc(N2CCN(C3CC(=O)N(Cc4ccccc4)C3=O)CC2)cc1 (stereo not drawn)
-0.08 | -0.51 | nt | O=C(CN1C(=O)NC2(CCCCCCC2)C1=O)NC(=O)NCc1ccco1
0.06 | -0.34 | nt | CCSc1nc2ccc(N3C(=O)C4C5C=CC(C5)C4C3=O)cc2s1 (stereo not drawn)
-0.99 | -0.97 | -3 | Cc1ccccc1CSCCNC(=O)CCSc1ccccc1
1.4 | -0.34 | nt | COCCCn1c(C(C)C)nc2oc3cc(OC)ccc3c(=O)c2c1=O
0.21 | 0.32 | 14 | CC(C)Oc1ccc(N2CC(C(=O)Nc3ccc(N4CCOCC4)cc3)CC2=O)cc1 (stereo not drawn)
-1.5 | -0.36 | nt | O=C(c1n[nH]c2ccccc12)N1CCN(S(=O)(=O)c2ccc3ccccc3c2)CC1
-0.18 | -0.06 | -118 | CC(C)c1ccc(S(=O)(=O)/N=C2/C=C(Sc3ncn[nH]3)C(=O)c3ccccc32)cc1
-1.6 | -0.11 | 11 | c1ccc(-c2nnc(-c3c[nH]c4ccccc34)nc2-c2ccccc2)cc1
1.3 | 1.1 | 24 | CC(C)[N+]1(C)[C@@H]2CC[C@H]1CC(OC(=O)C(CO)c1ccccc1)C2 (stereo partly drawn)
nt | nt | -15 | CCc1ccccc1N1C(=O)C2C3CC(=O)C(c4ccccc43)C2C1=O (stereo not drawn)
nt | nt | 32 | O=c1[nH]c(SCc2ccccc2Cl)nc2[nH]ncc12
0.44 | 0.66 | 0 | CCOC(=O)C1CCCN(S(=O)(=O)c2ccc(C)cc2)C1 (stereo not drawn)
-0.88 | -0.8 | -15 | Cc1[nH]n(-c2nc(-c3cccc([N+](=O)[O-])c3)cs2)c(=O)c1C
3.7 | 0.54 | -27 | COc1ccc(C(=O)C[n+]2ccccc2/C=N/O)cc1
5.3 | 1.2 | nt | Cc1cc(CCCCCCCCc2cc(C)cc(=O)o2)oc(=O)c1
-0.51 | -1.2 | 43 | COc1ccc(-n2c(C)cc(=O)c3c2CC(C)(C)CC3=O)cc1
0.17 | 0.75 | -79 | Cc1ccc(-n2nnnc2SCC(=O)Nc2cccc(NC(=O)c3ccco3)c2)cc1C
-0.28 | 0.27 | -6 | COC(=O)Cn1c(CN(Cc2ccccc2)Cc2ccccc2)nc2c1c(=O)[nH]c(=O)n2C
1.4 | 0.71 | nt | Cn1c(C(=O)N2CCN(C(=O)c3ccco3)CC2)cc2c(=O)n(C)c3ccccc3c21
-0.29 | 0.67 | 7 | Cc1cc(-c2csc(NC(=O)c3ccc(C#N)cc3)n2)c(C)n1Cc1ccco1
nt | nt | -18 | O=C(OCc1cnc(Cl)s1)c1cccs1
0.02 | -0.44 | -183 | CCOC(=O)C1CCCN(S(=O)(=O)c2cc(OCC(N)=O)c(C)cc2Cl)C1 (stereo not drawn)
-0.86 | -0.44 | -14 | O=C1CCCCCN1CSc1nc2ccccc2s1

# One compound at a time, as listed above. Values in the order: sdo1 growth | sdo1 growth Rescue 24 h | INS promoter inh
# O=C(CN1C(=O)NC2(CCCCCCC2)C1=O)NC(=O)NCc1ccco1 across the screens: -0.08 | -0.51 | nt
# Cc1ccc(-n2nnnc2SCC(=O)Nc2cccc(NC(=O)c3ccco3)c2)cc1C across the screens: 0.17 | 0.75 | -79
# CC(C)c1ccc(S(=O)(=O)/N=C2/C=C(Sc3ncn[nH]3)C(=O)c3ccccc32)cc1 across the screens: -0.18 | -0.06 | -118
# O=C(CSc1nc2sc3c(c2c(=O)[nH]1)CCCC3)NCCO across the screens: 0.34 | -0.12 | nt
# Cc1cc(CCCCCCCCc2cc(C)cc(=O)o2)oc(=O)c1 across the screens: 5.3 | 1.2 | nt

# Continuation.
sdo1 growth | sdo1 growth Rescue 24 h | INS promoter inh | mol
1.7 | 0.23 | 14 | Cn1nnnc1SCc1nnc(-c2ccc(Cl)cc2)o1
-1.3 | -2 | -7 | CCOc1ccc(CNC(=O)CCc2cn(Cc3ccccc3)c3ccccc23)cc1
nt | nt | 33 | CN1N=C(C(F)(F)F)CC1=O
2.7 | 2.1 | 29 | c1csc(-c2ccnc3ncnn23)c1
0.91 | 1.4 | nt | CC1CN(Cc2nc3c(c(=O)n(C)c(=O)n3C)n2CC(O)CO)CC(C)O1 (stereo not drawn)
-2.1 | -2.2 | nt | CCOC(=O)Cc1csc(-n2sc3ccccc3c2=O)n1
-0.51 | -0.56 | nt | Cc1cccc(-n2c(SCC(=O)NCc3ccco3)nc3ccccc3c2=O)c1
0.41 | -0.08 | nt | O=C(NC1CCCC1)C(c1ccc(N2CCOCC2)cc1)N(Cc1ccccc1)C(=O)c1ccco1 (stereo not drawn)
0.05 | 0.24 | nt | CCN1C(=O)C(CC(=O)Nc2cccc(C(C)=O)c2)S/C1=N\c1ccccn1 (stereo not drawn)
-0.13 | -0.28 | nt | N#Cc1ccc(NC(=O)C2CC(c3ccc(F)cc3)=NO2)cc1 (stereo not drawn)
-0.12 | -0.65 | 9 | O=C(NC1CCN(C(=O)N2CCOCC2)CC1)c1ccccc1
-0.12 | -0.96 | -50 | COc1ccccc1N1CCSC1C(N)=O (stereo not drawn)
-0.59 | -0.28 | nt | CCOC(=O)/C(=C\Nc1ccc(OC(F)(F)F)cc1)Sc1ncc(C(F)(F)F)cc1Cl
-0.36 | -0.76 | -9 | Cc1c(NC(C)c2cc(Cl)ccc2O)c(=O)n(-c2ccccc2)n1C (stereo not drawn)
-1.2 | -1.1 | 67 | COC(=O)c1c(NS(=O)(=O)c2cccs2)sc2c1CCCC2
0.66 | 0.89 | 22 | COc1ccc(C2=NOC3(CC(=O)N(c4ccc(C)cc4)C3=O)C2)cc1 (stereo not drawn)
0.39 | 0.08 | 18 | Oc1cccc(NC(=S)Nc2cccnc2)c1
-0.74 | -0.56 | -71 | COc1ccc(NC(=O)CC2C(=O)N(c3cccc(C)c3)C(=O)N2C2CCCCC2)cc1 (stereo not drawn)
-0.18 | -0.06 | 67 | COc1ccccc1C(c1nnnn1C(C)(C)C)N1CCN(Cc2ccccc2)CC1 (stereo not drawn)
-3.1 | -2.7 | nt | CCOC(=O)C1CCN(C(c2cc3ccc(C)c(C)c3[nH]c2=O)c2nnnn2C2CCCCC2)CC1 (stereo not drawn)
0.55 | 1.6 | nt | Cc1c(NC(=O)c2noc(C(C)C)c2[N+](=O)[O-])c(=O)n(-c2ccccc2)n1C
0.07 | 0.11 | 9 | CC(SCc1cn2cc(Cl)ccc2n1)C(=O)O (stereo not drawn)
1.3 | 1.3 | -300 | CC(=O)N/C(=N/c1nc(C)cc(C)n1)Nc1ccc(NC(C)=O)cc1
-1.5 | -1.2 | -160 | CCCNc1c(F)c(F)c2c(C)c3ccccc3nc2c1F
0.34 | 0.22 | nt | COCCSc1nnc(NC(=O)CSc2ccccc2)s1
-0.59 | -0.43 | -92 | COc1cc(NC(=O)CN2C(=O)NC(C)(c3ccc4ccccc4c3)C2=O)c(C)cc1[N+](=O)[O-] (stereo not drawn)
1.5 | 2 | 0 | COc1ccc(C(c2sc3nc(C)nn3c2O)N2CCC(O)CC2)cc1OC (stereo not drawn)
0.01 | -0.09 | -100 | CC(C)C1Nc2ccc(S(N)(=O)=O)cc2C2C=CCC21 (stereo not drawn)
0.3 | 0.64 | nt | O=C(COC(=O)C1CCN(S(=O)(=O)c2ccc3c(c2)OCCO3)CC1)Nc1cccc2ccccc12
-0.4 | -0.6 | -30 | CN(C)C(=O)/C(=C\c1cccc(Oc2ccccc2)c1)NC(=O)c1ccccc1
0.34 | 0.32 | -3 | COc1ccc(CN2CCN(S(=O)(=O)c3ccc(F)cc3)CC2)c(OC)c1OC
-0.03 | -0.06 | nt | O=C(COC(=O)c1ccccc1)Nc1ccccc1Sc1ccccc1
-0.77 | -0.3 | 19 | Cc1ccc(Cn2nnc3c(=O)n(CC(=O)N4CCCc5ccccc54)cnc32)cc1
nt | nt | 0 | C/C(=N\NC(=O)c1sccc1-n1cccc1)c1cccs1
1.9 | 2.4 | nt | COC(=O)c1ccc(OC(=O)CCN2C(=O)C3CCCCC3C2=O)cc1 (stereo not drawn)
nt | nt | 27 | CNC(=O)c1ccccc1Sc1ccccc1C#N
1.6 | 1.8 | nt | COc1ccc(N(CC(O)CN2CCCCC2)S(=O)(=O)c2ccc(C)cc2)cc1 (stereo not drawn)
0.41 | 0.58 | -30 | N#Cc1ccc(-c2ccc(F)cc2)nc1Oc1ccc(F)cc1
nt | nt | 31 | C=CCNc1nc2ccccc2c(=O)[nH]1
-1.1 | 0 | -22 | COc1ccc(C(=O)/C(=C\c2sccc2C)c2nc3ccccc3o2)cc1
1.7 | 1.8 | 4 | Cc1c(NS(C)(=O)=O)c(=O)n(-c2ccccc2)n1C
0.55 | 0.44 | -74 | CCOC(=O)Cc1csc(NC(=O)c2ccc3c(c2)OCO3)n1
-0.38 | -1.2 | -19 | N#Cc1c(-c2ccccc2)nc2n(-c3ccccc3)nc(C(=O)Nc3ccccc3)n2c1=O
1.2 | 2 | nt | C=CCn1c(SCc2nc3c(c(=O)[nH]c(=O)n3CCCC)n2CCC)nnc1-c1ccccc1
nt | nt | -18 | COc1ccc(NC(=O)N/C=C/c2ccccc2)cc1
-0.03 | -1.2 | -33 | COc1ccc(N2C(=O)CCC(C(=O)N3CCC(C(N)=O)CC3)C2c2ccc(F)cc2)cc1 (stereo not drawn)
0.1 | 0.7 | nt | Cc1sc2nc(SCC(=O)c3cc(C)n(CC4CCCO4)c3C)n(C(C)C)c(=O)c2c1C (stereo not drawn)
-1.1 | -1.4 | -46 | COc1ccc([N+](=O)[O-])cc1NC(=O)CC(C)c1ccccc1 (stereo not drawn)
0.91 | 0.5 | -8 | Cc1ccc(S(=O)(=O)N2CCOCC2)cc1C(=O)Nc1c(C)n(C)n(-c2ccccc2)c1=O
-0.04 | -0.38 | 38 | CC1CN(C(=O)Cn2cnc3c2c(=O)n(C)c(=O)n3C)CC(C)O1 (stereo not drawn)
-0.15 | -1.2 | 71 | N#Cc1c(NC(=O)CCC(=O)O)sc2c1CCCC2
-1.2 | -0.53 | -13 | CCCC(=O)NC(Nc1cc(C(F)(F)F)ccc1Cl)C(Cl)(Cl)Cl (stereo not drawn)
-1.6 | -1.2 | -64 | COc1ccc(OC)c(Nc2nc(-c3cccs3)cs2)c1
-0.53 | -1.1 | nt | COc1ccc(CNC(=O)CSc2nnnn2Cc2ccccc2)cc1
-0.13 | 0.02 | -46 | O=C(Nc1ccccc1)c1ccccc1OCc1cccc([N+](=O)[O-])c1
-0.08 | -0.21 | -13 | COc1cc(/C=C/C(=O)N2CCOCC2)ccc1OCc1ccccc1

# (list continues)
sdo1 growth | sdo1 growth Rescue 24 h | INS promoter inh | mol
-0.43 | -0.91 | 30 | CC(=O)c1c(C)[nH]c(C(=O)OCC(=O)N2CCN(S(=O)(=O)c3ccc(C)cc3C)CC2)c1C
nt | nt | 27 | CSc1nsc(SCC(=O)Nc2nncs2)n1
-1.7 | -0.47 | 33 | CC1CCN(S(=O)(=O)c2ccc(Br)s2)CC1
-0.2 | 0.43 | nt | COc1ccc(N/C(=N\c2nc(C)cc(C)n2)NC(=O)C(C)C)cc1OC
0.55 | 1 | -26 | COc1ccc(Nc2nc(-c3sc(NC(C)=O)nc3C)cs2)cc1
-0.01 | 1.2 | nt | Cc1sc2nc(COC(=O)c3ccc(N4CCCC4)c([N+](=O)[O-])c3)[nH]c(=O)c2c1C
-1 | -0.4 | -55 | COc1ccc(OC)c(S(=O)(=O)N2c3cc(F)ccc3CCC2C)c1 (stereo not drawn)
-0.14 | -0.75 | 9 | Cc1cc(C)n(C(=O)CNC(=O)c2cccs2)n1
1.1 | 1.3 | nt | O=C(Nc1ccc(NC(=O)C2CC2)nc1)c1ccco1
